# GIRK2 act = Activators of human GIRK2-containing channels. activation (% efficacy), % for hits at 37.5 µM. AID 1259324. 34,000 tested, under 10 active. HEK293 GIRK2/NPY4 cells, thallium flux fluorescence. P48051;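 active = primary screen hit, no activity in plain HEK293 cells, and in GIRK2-only cells above 5% efficacy rising with concentration; inactive = the rest, including fluorescent compounds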;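 also: efficacy is normalized control-subtracted fluorescence 15 s after thallium addition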
# Target sequence (P48051 whole entry, looked up): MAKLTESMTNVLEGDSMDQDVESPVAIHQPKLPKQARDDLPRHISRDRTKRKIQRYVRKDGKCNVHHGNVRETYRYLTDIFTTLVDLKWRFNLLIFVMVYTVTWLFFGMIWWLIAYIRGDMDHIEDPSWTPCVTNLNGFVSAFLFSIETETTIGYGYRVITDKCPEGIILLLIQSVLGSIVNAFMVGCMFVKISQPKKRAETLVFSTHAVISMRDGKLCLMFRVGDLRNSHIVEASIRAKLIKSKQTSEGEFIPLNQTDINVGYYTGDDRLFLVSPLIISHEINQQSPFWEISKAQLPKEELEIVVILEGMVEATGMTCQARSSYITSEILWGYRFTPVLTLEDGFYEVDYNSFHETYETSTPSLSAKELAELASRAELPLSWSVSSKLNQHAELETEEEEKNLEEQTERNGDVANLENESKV
# Calls only; i = inactive. Some of the compounds tested (hit frequency here may not be typical).
SMILES,GIRK2 act
O=C1COc2ccccc2N1Cc1nc(-c2ccc(OC(F)(F)F)cc2)no1,i
CCN1C(SCC(=O)Nc2cccc(Cl)c2)=NS(=O)(=O)c2ccccc21,i
COc1ccc(S(=O)(=O)CCCC(=O)Nc2ccc(-c3nc4ccccc4[nH]3)cc2)cc1,i
CS(=O)(=O)N1CCC(C(=O)Nc2ccc(F)cc2)CC1,i
COc1ccc(Cl)cc1NC(=O)C(=O)NCC1CCN(C2CCCC2)CC1,i
CCC(NCC(O)CN(c1ccc(OC)cc1)S(=O)(=O)c1ccc(Cl)cc1)C(=O)O (configuration not stated),i
Cc1ccc2nc(NC(=O)Cc3csc(Nc4ccccc4)n3)sc2c1,i
Cc1ccc(-c2ccc(=O)n(CCCNC(=O)c3ccc(C)c(C)c3)n2)cc1,i
Fc1cccc(Nc2nc(N3CCCCC3)c3[nH]cnc3n2)c1,i
COc1ccc(-n2nc3c(c2NC(=O)C(=O)N2CCC(C(N)=O)CC2)CS(=O)(=O)C3)cc1,i
COC(=O)C12CC3CC(CC(NC(=O)c4cc(-c5ccco5)[nH]n4)(C3)C1)C2,i
O=c1ccc(-c2ccncc2)nn1CCNS(=O)(=O)c1ccc2ccccc2c1,i
CC(C)c1ccc(NC(=O)c2c(O)c3ccccc3[nH]c2=O)cc1,i
CN(C)C(CNC(=O)c1cccs1)c1cccs1 (configuration not stated),i
CC(C)N(C)S(=O)(=O)c1ccc(C(=O)Nc2nc(-c3ccncc3)cs2)cc1,i
O=C(NCCCN1CCOC(c2ccccc2)C1)C1CC1 (configuration not stated),i
O=C(Cn1c(C2CC2)nc2c(cnn2-c2ccccc2)c1=O)Nc1ccccc1F,i
Cc1ccc(C)c(Sc2cc(N3CCC(C(=O)NCCc4ccccn4)CC3)ncn2)c1,i
COc1cc(C(=O)Nc2ccc(N3CCCCC3=O)cc2)c([N+](=O)[O-])cc1OC,i
CN1CCC(CNS(=O)(=O)c2ccc(Cl)s2)CC1,i
CCn1nc(C(=O)N(CCCN(C)C)c2nc3c(C)ccc(Cl)c3s2)cc1C,i
COc1c(C)cc(S(=O)(=O)NCC(c2ccsc2)N2CCN(C)CC2)cc1C (configuration not stated),i
CC(C)N1CCC(CNS(=O)(=O)c2ccc3c(c2)OCCO3)CC1,i
C=CCNC(=O)CCCn1c(=S)[nH]c2ccc(Br)cc2c1=O,i
CS(=O)(=O)N1CCC(C(=O)N(CC2CCCO2)c2nc3c(F)cccc3s2)CC1 (configuration not stated),i

# Molecules from the list above with fluorine (5):
SMILES,GIRK2 act
O=C1COc2ccccc2N1Cc1nc(-c2ccc(OC(F)(F)F)cc2)no1,i
CS(=O)(=O)N1CCC(C(=O)Nc2ccc(F)cc2)CC1,i
Fc1cccc(Nc2nc(N3CCCCC3)c3[nH]cnc3n2)c1,i
O=C(Cn1c(C2CC2)nc2c(cnn2-c2ccccc2)c1=O)Nc1ccccc1F,i
CS(=O)(=O)N1CCC(C(=O)N(CC2CCCO2)c2nc3c(F)cccc3s2)CC1 (configuration not stated),i

# (further entries)
SMILES,GIRK2 act
COCCCn1c(N)c(S(=O)(=O)c2cccc(Cl)c2)c2nc3ccccc3nc21,i
O=C(Cn1c(=O)oc2ccccc21)NCCc1csc2nc(-c3ccccc3F)nn12,i
O=C(Nn1cnc2c(cnn2-c2ccccc2)c1=O)c1ccccc1[N+](=O)[O-],i
Cc1cc(C)cc(-n2nnc(C(=O)NCCc3ccccc3)c2N)c1,i
CC(=O)c1ccc(NC(=O)c2nnn(-c3ccccc3)c2CSc2ncccn2)cc1,i
Cc1ccc([N+](=O)[O-])cc1NC(=O)c1ccc(N2CCCCS2(=O)=O)cc1,i
CCOc1ccc(C(=O)Nc2ccc(N3CCCC3=O)cc2)cc1OCC,i
COc1ccc2c(NCc3ccc(OC)c(OC)c3)c(C#N)cnc2c1,i
CCOc1ccc(-c2ccc(=O)n(CC(=O)Nc3cccc(C)c3)n2)cc1,i
COc1cccc(-c2nc(Cn3nnc(C(=O)Nc4ccc(C)c(F)c4)c3C)c(C)o2)c1OC,i
Cc1ccnc(Oc2ccc(C(=O)Nc3ccccc3Cl)cc2)n1,i
Cc1onc(-c2ccccc2Cl)c1C(=O)N1CCN(c2nccn2C)CC1,i
O=C(c1ccccc1Cl)N1CCC(c2nnc(-c3ccco3)o2)CC1,i
COc1cc(OC)cc(C(=O)N2CCCN(CCn3cccn3)CC2)c1,i
O=C(COc1ccc(Cl)cc1Cl)NCC1CCN(C(=O)/C=C/c2ccco2)CC1,i
O=C(O)c1ccc(OCCOc2ccccc2)cc1,i
CC(C)(C)NC(=O)N1CCC(CNC(=O)C(=O)Nc2ccccc2Cl)CC1,i
Cc1ccc(CCNC(=O)CCCn2c(=O)[nH]c3ccccc3c2=O)cc1,i
Cc1cc(C)n(CCN2CCCN(S(C)(=O)=O)CC2)n1,i
O=C(N1CCOC(c2ccc(C(F)(F)F)cc2)C1)C1(c2ccc(F)cc2)CC1 (configuration not stated),i
NC(=O)Cc1csc(NC(=O)c2ccc3c(c2)ncn3-c2ccccc2)n1,i
COc1cccc2sc(N(Cc3cccnc3)C(=O)c3cc(C)nn3C)nc12,i
CCCN1C(=O)NC2(CCN(C(=O)c3ccc(OCC)c(OCC)c3)CC2)C1=O,i
O=C(Cc1ccc(Cl)cc1)NCCN1CCN(c2ccccc2F)CC1,i
O=C(NCC1CCN(C(=O)Nc2ccc(F)cc2)CC1)Oc1ccccc1,i
# Next section:
SMILES,GIRK2 act
CCCn1nc(-c2ccccc2)ccc1=O,i
COC(=O)Nc1nc(CC(=O)N2CCN(c3cccc(C(F)(F)F)c3)CC2)cs1,i
Cc1ccccc1-n1nc2c(c1-n1cccc1)CN(C(=O)c1ccc(=O)[nH]n1)C2,i
COc1cccc(CNC(=O)Cn2c3ccccc3c3ncn(Cc4ccccc4)c(=O)c32)c1OC,i
CCOCCCNC(=O)c1c(N)n(-c2ccc3c(c2)OCO3)c2nc3ccccc3nc12,i
O=C(Cn1nc(-c2ccco2)ccc1=O)NCc1ccc(F)cc1,i
CCOc1ccc(C(=O)N2CCOC(c3ccccc3)C2)cc1OCC (configuration not stated),i
CCOc1ccc2ccccc2c1C(=O)Nc1ccc(CC(=O)NC2CC2)cc1,i
CCOC(=O)C1CCN(c2c(C#N)cnc3cc(OC)ccc23)CC1,i
Cc1ccc(C)c(NC(=O)C(=O)NCC(c2cccc3ccccc23)N(C)C)c1 (configuration not stated),i
CCCCNC(=O)/C(C#N)=C/N1CCN(/C=C/c2ccccc2)CC1,i
COc1ccc(OC)c(S(=O)(=O)N2CCN(c3ccc4nnc(C5CC5)n4n3)CC2)c1,i
O=C(CCc1ccccc1)N1CCC(COCc2ccccc2)CC1,i
COc1ccc(CNC(=O)NCc2cnn3ccccc23)cc1OC,i
CC(=O)Nc1ccc(S(=O)(=O)NCC2CCN(Cc3cccs3)CC2)cc1,i
CC(C)(C)C(=O)NCC(C)(O)C1CC1 (configuration not stated),i
CCn1ccnc1N1CCN(C(=O)C(C)(C)Oc2ccc(Cl)cc2)CC1,i
COc1ccc(Cl)cc1NC(=O)Cn1c(C)nc2c(sc3ccccc32)c1=O,i
Cn1nccc1C(=O)Nc1ccc(F)cc1F,i
CN(C)C(CNC(=O)Nc1ccc(Cl)cc1)c1cccs1 (configuration not stated),i
COc1ccc(NC(=O)c2ccc(S(=O)(=O)c3ccc(C)c(C)c3)nc2)cc1OC,i
O=C(NCCNC(=O)c1cccc(Cl)c1)c1ccc(NC(=O)c2ccc(F)cc2)cc1,i
COc1cc(NC(=O)c2cc(Br)ccc2Cl)ccc1N1CCCC1=O,i
O=C(Nc1ccc(Nc2ccccc2)cc1)c1ccoc1,i
COc1ccc(C)cc1NC(=O)C(=O)NCC1(O)CCOCC1,i
# The results go on.
SMILES,GIRK2 act
O=S(=O)(Nc1cccnc1)c1ccc(Oc2ccccc2Cl)cc1,i
Cc1ccc(NC(=O)CCc2csc(NC(=O)c3ccccc3)n2)cc1F,i
COc1ccc(-c2csc(-c3nnn(-c4cccc(Cl)c4)c3N)n2)cc1OC,i
COCCNC(=O)Cn1nc2c(c1NC(=O)c1ccc([N+](=O)[O-])o1)CSC2,i
COC(=O)c1sccc1S(=O)(=O)NCC1CCN(c2ccccn2)CC1,i
CCS(=O)(=O)NCC1CCN(C(=O)COc2ccccc2)CC1,i
CN1C(=O)Cc2cc(NS(=O)(=O)C3CCCCC3)ccc21,i
COc1cccc2cc(C(=O)N3CCC4(CC3)OCCN4S(=O)(=O)c3cccs3)c(=O)oc12,i
O=C(Cn1c2ccccc2c2ncn(Cc3ccccc3)c(=O)c21)NCCc1ccccc1,i
O=C(Nc1ccc2scnc2c1)C1CCN(S(=O)(=O)c2ccc(Cl)s2)CC1,i
O=C(NCC1CCN(C(=O)Nc2ccc(F)cc2)CC1)C(=O)Nc1ccon1,i
COc1ccc(N2CCCS2(=O)=O)cc1NC(=O)C(=O)NCCCO,i
Cc1cccc(N2CC(O)(c3cccs3)[N+]3=C2CCCC3)c1C (configuration not stated),i
COc1ccc(CCNC(=O)N2CCC(c3nnc(C4CC4)o3)CC2)cc1,i
Cc1cccc(S(=O)(=O)NCCNc2ccc(Nc3ccncc3)nn2)c1,i
COc1ccc(OC)c(S(=O)(=O)Nc2ccc3c(c2)N(C(=O)c2cccs2)CC3)c1,i
COc1ccc(S(=O)(=O)Nc2nc(CCC(=O)Nc3ccc(OC)cc3OC)cs2)cc1,i
O=C(Cn1ccc2ccccc21)N1CCC(Cn2cnc3ccccc32)CC1,i
O=C(NCCN1CCOCC1)c1nn(-c2ccc(F)cc2)cc1OCc1ccccc1,i
COc1ccccc1NC(=O)C(=O)NCC1CCN(C(=O)c2cccnc2)CC1,i
CCOC(=O)Cn1c(=NC(=O)c2cc(C)n(CC)n2)sc2cc3c(cc21)OCO3,i
Cc1ccc(Cl)cc1NC(=O)C(=O)NCC1CCN(Cc2cccs2)CC1,i
Cc1c(C(=O)NCCc2cccs2)c(=O)oc2ccccc12,i
COCCCNC(=O)C(=O)Nc1c2c(nn1C(C)(C)C)CSC2,i
COc1cn(-c2ccc(F)cc2)nc1C(=O)Nc1ccc(Cl)c(Cl)c1,i

# Pulled one by one from above (5):
SMILES,GIRK2 act
CC(C)N1CCC(CNS(=O)(=O)c2ccc3c(c2)OCCO3)CC1,i
CC(C)c1ccc(NC(=O)c2c(O)c3ccccc3[nH]c2=O)cc1,i
COc1ccc(Cl)cc1NC(=O)C(=O)NCC1CCN(C2CCCC2)CC1,i
CCS(=O)(=O)NCC1CCN(C(=O)COc2ccccc2)CC1,i
O=C(Cn1c2ccccc2c2ncn(Cc3ccccc3)c(=O)c21)NCCc1ccccc1,i

# More records.
SMILES,GIRK2 act
COc1ccc(NC(=O)NCC2CCN(Cc3ccccc3SC)CC2)cc1OC,i
CC/C(O)=C(/C#N)c1nnc2n1CCCCC2,i
COc1ccc(CCS(=O)(=O)NCC2CCN(C(C)C)CC2)cc1,i
N#Cc1ccccc1Cn1c(=O)n(CCCC(=O)NCc2ccccc2)c(=O)c2sccc21,i
CC(C)C(=O)Nc1ccc(C(=O)NCCNC(=O)c2ccc(C(F)(F)F)cc2)cc1,i
CS(=O)(=O)N1CCN(C(=O)c2nc(-c3cnccn3)no2)CC1,i
CCOc1ccc2ccccc2c1C(=O)NCc1ccsc1,i
O=C(N1CCC(c2nnc(-c3ccc(F)cc3)o2)CC1)C1(c2ccccc2)CCOCC1,i
CN(C)c1nnnc2c1cnn2-c1ccccc1,i
O=C(Cn1c2c(c(=O)n(C3CCCCC3)c1=O)CCC2)Nc1ccc2c(c1)OCCO2,i
COCCn1c(-n2nc(C)cc2C)nc2c1c(=O)n(CCN1CCOCC1)c(=O)n2C,i
CCn1c(SCC(=O)N(C)c2ccccc2)nnc1-c1cn(C)nc1OC,i
COC(=O)c1ccc(C(=O)N(Cc2ccsc2)Cc2ccccn2)cc1,i
COc1ccc(S(=O)(=O)Nc2nc(C(=O)Nc3cccc(OC)c3)cs2)cc1,i
CC(C)C(=O)N1CCCc2ccc(NC(=O)C(=O)NC3CC3)cc21,i
COc1ccc(OC)c(S(=O)(=O)NCCCN2CCOC(c3ccccc3)C2)c1 (configuration not stated),i
COCC(C)(O)CNC(=O)C(=O)NC1CC1 (configuration not stated),i
CCn1nnc2c(SCc3ccc(C(F)(F)F)cc3)ncnc21,i
COC(=O)c1cc(-c2cccs2)[nH]n1,i
Cc1cc(C)c2c(n1)sc1c(=O)n(CC(=O)Nc3ccc(Cl)cc3)cnc12,i
COc1cc(-c2nnc(NC(=O)c3cccc(S(=O)(=O)C(C)C)c3)o2)cc(OC)c1OC,i
COc1ccccc1-c1ccc(N2CCC(C(=O)Nc3ccc(S(N)(=O)=O)cc3)CC2)nn1,i
CN1C(=O)Cc2cc(NC(=O)C3(c4ccc(F)cc4)CC3)ccc21,i
Cc1nc2cc(NC(=O)C3CC(=O)c4ccccc43)ccc2s1 (configuration not stated),i
O=C(Cn1cnc2ccccc2c1=O)NCc1n[nH]c(=O)c2ccccc12,i
# Carrying on:
SMILES,GIRK2 act
COCCNC(=O)C(=O)NCCN(C)C,i
COc1ccc(OC)c(-c2ccc(=O)n(CC(=O)Nc3cccc4ccccc34)n2)c1,i
COc1ccc(CC(=O)Nc2cc(C)nn2-c2nc3c(cnn3-c3cccc(C)c3C)c(=O)[nH]2)cc1,i
CC(C)S(=O)(=O)c1ccc(C(=O)Nc2cccc([N+](=O)[O-])c2)cc1,i
CCn1nnc2c(N3CCN(S(=O)(=O)c4cccc(Cl)c4)CC3)ncnc21,i
COc1ccc(C)cc1S(=O)(=O)N1CCC2(CC1)NC(=O)NC2=O,i
O=C(NCCNC(=O)c1ccccc1C(F)(F)F)c1ccc(NC(=O)C2CC2)cc1,i
O=C(Nc1ccc(SCc2cccnc2)nn1)c1ccccc1,i
COc1ccc(NC(=O)C(=O)NCC(c2cccn2C)N(C)C)c(OC)c1 (configuration not stated),i
CC(C)c1nnc(C2CCN(C(=O)c3ccc4ccccc4n3)CC2)o1,i
FC(F)(F)c1cccc(CN2CC(c3nc(-c4ccsc4)no3)C2)c1,i

# Source: PubChem
